CD11b adhes inh: inhibitors of human CD11b/CD18 binding to fibrinogen | P05107+P11215 | K562 CD11b/CD18 adhesion to fibrinogen, ATPlite luminescence; Mn2+ added to activate the integrin | inhibition, % at 10 µM | hit rate 0.54% among 93,000;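 active means primary inhibition of 50% or more at 10 µM, then 40% or more on retest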; further: some results filed as inactive read as strong as hits
MT1-MMP txn act: MT1-MMP promoter transcription activation | activation factor at 10 µM | HT1080 MT1-MMP promoter luciferase reporter, luminescence, overnight; active compounds read high | hit rate 0.16% among 86,000;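 active means activation factor of at least 2 for MT1-MMP transcription at 10 µM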
CYP2C19 inh: human CYP2C19 inhibition; P33261; CYP2C19 Supersomes, luciferin-H EGE luminescence, 30 min; inhibition, % at 5 µM; hit rate 21% among 96,000; AID 778;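 active means CYP2C19 inhibition above a set limit at 5 µM in the primary screen, cut at about 50% in these data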;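 further: plate controls were negative control wells for no effect and 2.5 mM tranylcypromine positive control for full effect; values of inactives mirror those of a sister screen read the other way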
Pyk2 oligo antag: antagonists of human Pyk2 oligomerization | Q293 cells, Pyk2 FERM NanoBiT luminescence; active compounds read low | hit rate 0.83% among 99,000 | z-score (the deposit names both 25 µM and 10 µM) | AID 1347419 | Q14289;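 active means Z-score of -3 or lower, scaled per plate to the spread of control and sample wells; inactive means z-score above -3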;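 further: negative z-score means lost luminescence so less FERM oligomerization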
Target sequence (Q14289 whole entry, looked up): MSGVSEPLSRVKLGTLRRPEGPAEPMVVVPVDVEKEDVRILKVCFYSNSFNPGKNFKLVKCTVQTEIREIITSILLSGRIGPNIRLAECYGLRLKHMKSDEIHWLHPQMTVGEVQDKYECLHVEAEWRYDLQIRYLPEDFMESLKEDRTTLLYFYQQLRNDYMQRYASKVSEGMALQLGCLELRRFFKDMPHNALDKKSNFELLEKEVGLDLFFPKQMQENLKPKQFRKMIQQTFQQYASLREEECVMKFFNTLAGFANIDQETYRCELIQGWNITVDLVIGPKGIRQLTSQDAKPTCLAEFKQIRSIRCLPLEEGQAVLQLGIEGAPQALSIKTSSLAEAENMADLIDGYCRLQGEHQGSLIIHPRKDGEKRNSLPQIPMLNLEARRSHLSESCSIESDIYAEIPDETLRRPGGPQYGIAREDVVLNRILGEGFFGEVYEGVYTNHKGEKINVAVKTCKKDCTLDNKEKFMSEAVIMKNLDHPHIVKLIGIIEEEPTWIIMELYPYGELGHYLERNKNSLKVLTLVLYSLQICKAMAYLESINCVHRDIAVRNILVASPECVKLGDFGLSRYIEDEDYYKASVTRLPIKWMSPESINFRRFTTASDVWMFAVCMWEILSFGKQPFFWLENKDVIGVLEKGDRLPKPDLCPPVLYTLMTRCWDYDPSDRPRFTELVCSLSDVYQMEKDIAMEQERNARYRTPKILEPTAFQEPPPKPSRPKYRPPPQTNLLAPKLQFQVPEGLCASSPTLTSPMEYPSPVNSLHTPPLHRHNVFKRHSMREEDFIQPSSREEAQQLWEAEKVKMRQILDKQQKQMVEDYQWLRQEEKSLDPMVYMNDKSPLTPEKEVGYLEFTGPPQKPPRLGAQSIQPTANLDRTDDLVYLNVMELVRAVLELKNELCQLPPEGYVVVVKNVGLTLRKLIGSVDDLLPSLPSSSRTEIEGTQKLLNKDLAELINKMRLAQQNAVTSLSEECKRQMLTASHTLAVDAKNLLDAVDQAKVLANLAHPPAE
CYP2C9 activ: increases human cytochrome P450 2C9 activity. P11712. recombinant CYP2C9, luciferin-H conversion, luminescence; active compounds read high; factor 1 = untreated enzyme, 0 = blocked. activation factor at 5 µM. hit rate 1.4% among 96,000;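 active means activation factor of 2 or more for CYP2C9 at a 5 µM dose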;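 further: 0 = sulfaphenazole-blocked wells and 1 = vehicle-only wells; values of inactives mirror those of a sister screen read the other way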
Mac1 fbg enh: increases human CD11b/CD18 adhesion to fibrinogen; P05107+P11215; K562 CD11b/CD18 adhesion to fibrinogen, ATPlite luminescence; activation, % at 10 µM; hit rate 0.07% among 93,000;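 active means 10 µM primary screen giving 50% or more activity, confirmed by 40% or more on retest at that dose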; further: strong numbers were not always called active; reference of the scale not given here
CYP2C19 act: activators of human cytochrome P450 2C19; P33261; recombinant CYP2C19, luciferin-H EGE luminescence; active compounds read high; 0 = fully inhibited enzyme, 1 = untreated enzyme; activation factor at 5 µM; 96,000 tested, under 10 active;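 active means activation factor of at least 2 at 5 µM in the primary screen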;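 further: 0 = wells with 2.5 mM tranylcypromine and 1 = vehicle-only wells; values of inactives mirror those of a sister screen read the other way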
PLAP activator: human PLAP activation; P05187; purified PLAP enzyme, luminescent substrate read-out; active compounds read high; activation fold at 20 µM; hit rate 1.2% among 96,000; in the data active means activation fold above about 2
CYP2C9 inh: human CYP2C9 inhibition; CYP2C9 Supersomes, luciferin-H conversion, luminescence; inhibition, % at 5 µM; hit rate 20% among 96,000; AID 777;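 active means blocking of liver enzyme CYP2C9 beyond about 50% at 5 µM, limit read from the data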; further: values of inactives mirror those of a sister screen read the other way
The depositor's hits bear a star; . = not tested or not shown.

Under each structure: CD11b adhes inh	MT1-MMP txn act	CYP2C19 inh	Pyk2 oligo antag	CYP2C9 activ	Mac1 fbg enh	CYP2C19 act	PLAP activator	CYP2C9 inh
1	CCOC(=O)c1ccc2c(c1)N(CC(=O)N1CCCC1)C(=O)C(C)(C)O2
    -1	1.2	5	4.6	0.7	-4	0.9	1.4	34
2	Cc1cc2c3c(c1)C1(C(=O)N3C(C)(C)CC2C)C(C#N)=C(N)Oc2cc(O)ccc21 (centres undefined)
    -3	1.1	79*	2.2	0.1	8	0.2	1.4	90*
3	Cc1ccccc1-c1nc(CN2CCC(C(=O)NCCC3=CCCCC3)CC2)c(C)o1
    15	1.2	2	1.2	1.1	0	1	2.3*	-14
4	CCOC(=O)c1cnc(SCC(=O)Nc2cccc(OC)c2)nc1N
    4	1.2	-12	-0.23	0.7	3	1.1	0.7	31
5	CC(C)CC1NC(=O)N(CC(=O)N2CCN(S(=O)(=O)c3ccccc3)CC2)C1=O (centres undefined)
    .	1.3	-3	0.57	1	.	1	0.9	-2
6	COc1ccc2c(c1)[nH]c1c(=O)n(CCN3CCCC3)cnc12
    -12	1.1	6	-0.6	1.1	-1	0.9	0.7	-6
7	COc1cc(/C=N/O)cc(Br)c1OS(=O)(=O)c1ccc(C)cc1
    12	.	73*	-2.6	0.3	-1	0.3	0.9	68*
8	CC(C)(C)OC(=O)NCCc1nnc(SCC(N)=O)o1
    -3	1.1	-13	0.5	1.1	9	1.1	1	-12
9	CSC1=NC2(CCCCC2)C2=C(CCCC2)N1
    17	1.3	-7	0.83	1	-2	1.1	0.8	-2
10	COc1ccc(CC(=O)Nc2ccc(-c3cn4cccc(C)c4n3)cc2)cc1OC
    -8	.	3	-0.35	1	3	1	1	2
11	Cc1nc(NCc2ccco2)[nH]c(=O)c1CCC(C)C
    -18	1.1	57*	-0.64	0.9	0	0.4	0.9	14
12	CC1(C)OC(=O)N(CCc2ccccc2)C1(C)O (centres undefined)
    -12	1.3	8	0.04	1	4	0.9	0.9	-4
13	O=C(Cc1ccc(-n2cccc2)cc1)NCc1cccs1
    3	0.9	5	-0.14	0.7	-1	1	0.9	31
14	COc1ccc(OCCSc2nnc3sc4ccccc4n23)cc1
    12	1.3	47	1.4	1	0	0.5	1.2	0
15	CC(=O)Nc1ccc(NC(=O)CSc2ccc(C)cc2)cc1
    0	1.2	70*	2.3	0.2	-4	0.3	1.1	81*
16	COc1ccc(-c2nnc(SCCC(=O)O)n2C)cc1OC
    -9	1.2	-8	0.96	1.2	-2	1.1	1.2	-16
17	O=C(Nc1nc2c(s1)CCCC2)c1ccc(Br)o1
    16	0.8	9	-0.42	0.8	-2	0.9	0.9	21
18	COC(=O)C1=C(C)OC(N)=C(C#N)C1c1cc(OC)c(OCC(N)=O)cc1Cl (centres undefined)
    .	0.9	-1	-0.13	0.5	.	1	1	47
19	O=c1[nH]c2cnccc2n1-c1ccccc1
    -6	1.2	-19	-0.53	1.1	1	1.2	0.9	-8
20	CCCCn1c(SCC(=O)c2ccc(OC)c(OC)c2)nc2cc(S(N)(=O)=O)ccc21
    -21	1.1	15	0.09	0.9	-2	0.8	0.9	9
21	O=C(CN1C(=O)C2CC=C(Cl)CC2C1=O)NCc1ccccc1 (centres undefined)
    4	1.1	6	-0.14	0.9	-2	0.9	1.1	15
22	Cc1cc(NC(=O)CCC(=O)N(CCC(C)C)C(C(=O)NC2CCCC2)c2cccnc2)no1 (centres undefined)
    -13	1.2	28	0.33	0.8	-3	0.7	1.4	24
23	CCOC(=O)Cn1nc(CC)c2ccccc2c1=O
    0	0.9	-2	0.15	1.1	-2	1	1.3	-15
24	COc1ccccc1NC(=O)CN1CCN(Cc2ccccc2)CC1
    -34	1	72*	0.99	0.6	-2	0.3	1.5	36
25	COC(=O)CN(C(=S)Nc1ccc(Cl)cc1)C1CC(=O)N(c2ccc(OC)cc2)C1=O (centres undefined)
    .	.	69*	-0.88	0.6	.	0.3	1.3	44
26	COc1ccc2ccccc2c1C1CC(=O)N2CN(C3CCCCC3)CSC2=C1C#N (centres undefined)
    -1	1.1	55*	.	0.1	10	0.4	1.6	90*
27	CNC(=O)COC(=O)c1ccc(NC(=O)CC#N)cc1
    1	.	-36	0.77	1	-1	1.4	1.3	4
28	COc1ccc(-c2cc3nc(C)c(CCC(=O)NC(C)CCc4ccco4)c(C)n3n2)c(OC)c1 (centres undefined)
    -15	1	30	0.42	0.6	-1	0.7	1.4	38
29	Cc1ccc(S(=O)(=O)N2CCOCC2)cc1NC(=O)COC(=O)CSc1ccc(Br)cc1C
    0	.	41	1.6	1.3	6	0.6	1.6	-35
30	Cc1cc(C)c(C#N)c(SCc2[nH]nc3c2C(c2ccccc2)C(C#N)=C(N)O3)n1 (centres undefined)
    10	1.1	-14	0.21	0.8	4	1.1	1.4	18
31	O=S(=O)(c1ccc(F)cc1)N1CCC(O)(c2ccc3c(c2)OCO3)CC1
    2	1	71*	0.51	0.9	1	0.3	0.9	8
32	COCCn1c(-c2cc(OC)c(OC)c(OC)c2)nc2oc3ccccc3c(=O)c2c1=O
    -11	1.1	-15	0.28	1.2	-1	1.1	1.4	-25
33	CN1CCN(C(=O)C(Cc2ccccc2)NS(=O)(=O)c2ccc3c(c2)CCC(=O)N3)CC1 (centres undefined)
    7	1.1	-6	.	0.8	4	1.1	1.3	21
34	Fc1ccccc1N1CCN(C2CCN(Cc3c[nH]c4ccccc34)CC2)CC1
    10	1.2	-2	-0.05	1	-1	1	1.7	-2
35	CCOC(=O)c1cnn(-c2ncnc3c2oc2ccccc23)c1N
    -6	1.3	27	0.71	0.7	2	0.7	1.1	31
36	c1ccc2oc(SCc3cn4ccsc4n3)nc2c1
    9	1.7	44	-0.07	1.2	0	0.6	0.8	-16
37	NC(=O)c1sc2nc3c(c(-c4ccc(Cl)cc4)c2c1N)CCCC3
    -8	1.2	-3	0.05	0.8	-7	1	1.1	17
38	O=C1CNC(=O)N1Cc1ccc(Br)cc1
    2	1.3	37	.	0.8	-1	0.6	1.2	17
39	Cc1onc(-c2ccccc2)c1-c1nc2ccccc2c(=O)o1
    1	1.2	51*	-0.4	0.6	0	0.5	1.5	35
40	S=C(c1ccc(-c2cccc(Cl)c2)o1)N1CCOCC1
    0	1.6	50*	-0.58	0.8	0	0.5	1	16
41	CCOC(=O)N1CCC(Nc2c(NCCCOC)c(=O)c2=O)CC1
    -4	1.2	0	0.97	1.1	0	1	1	-8
42	O=S(=O)(c1ccc(-c2ccccc2)cc1)N1CCOCC1
    -4	1.2	-10	-1.9	1	-2	1.1	0.8	-4
43	COc1cc(Cl)c(C)cc1NC(=O)COC(=O)c1cnc(C)cn1
    -29	1.1	57*	0.62	0.8	0	0.4	0.9	19
44	Cc1sc2nc(SCC(=O)N3CCN(CCO)CC3)n(-c3ccccc3)c(=O)c2c1C
    10	1.1	12	0.15	0.8	-5	0.9	1.7	24
45	CCC(=O)NC(=S)Nc1cccc(Cl)c1N1CCCCC1
    1	.	2	-0.35	0.9	-2	1	1.1	8
46	O=C(CC(c1ccco1)S(=O)(=O)c1ccccc1)c1ccc(F)cc1 (centres undefined)
    8	1.3	5	-0.26	1	-2	0.9	0.9	-1
47	COCCn1c(C)cc(C2=NNC(=Nc3ccccc3)SC2)c1C
    39	.	18	0.94	1.3	-3	0.8	1.1	-30
48	CN1CCN(S(=O)(=O)c2ccc(NC(=O)c3cccc(S(=O)(=O)N4CCCC4)c3)cc2)CC1
    -10	1.1	23	1.1	0.7	-7	0.8	1.6	32
49	CC(C)CC(C(=O)NC(=O)NCc1ccccc1)N1C(=O)c2ccccc2C1=O (centres undefined)
    -5	1.1	5	-0.47	0.6	-4	1	1.1	35
50	Cc1ccc(-n2c(SCC(=O)NC3CCCCC3)nc3c(c2=O)SCC3)cc1
    -8	1	24	.	0.9	-2	0.8	0.9	8
51	COc1ccc(CCNC(=O)c2c[nH]c3ccccc3c2=O)cc1OC
    2	1.1	50*	0.18	0.7	-1	0.5	1	29
52	COc1cc(Nc2nc3ccccc3n3nnnc23)cc(OC)c1OC
    -3	.	32	.	0.3	4	0.7	1.1	69*
53	Cc1c(C(=O)Nc2cccc(Cl)c2)oc2ccc(S(=O)(=O)N3CCC4(CC3)OCCO4)cc12
    21	1.1	-1	0.54	0.7	11	1	1.1	30
54	CCOc1ccc(NC(=O)c2cccc(-n3cnnn3)c2)cc1
    -2	1	1	0.92	1	-2	1	0.9	5
55	CC1CCN(C(=S)NC(=O)c2ccccc2)CC1
    -16	1.1	40	1.3	0.8	0	0.6	1	23
56	O=C(CCc1nc2ccccc2c(=O)[nH]1)OCc1nnc(-c2ccccc2)o1
    12	1	-12	0.58	1.1	1	1.1	1.1	-12
57	Cc1ccc(N=C(NOCc2ccc(Cl)cc2Cl)c2nonc2N)c(C)c1
    17	1.2	42	-0.78	0.3	-3	0.6	0.2	74*
58	COc1ccc(C(=O)NC(=S)Nc2nc(C)c(C(=O)N(C)C)s2)cc1
    14	.	-2	0.94	0.4	-3	1	1.2	63*
59	c1ccc(-c2ccnc3nc(-n4cccc4)nn23)cc1
    1	.	1	0.17	0.9	3	1	1	7
60	COc1ccc(CCN2CC(C#N)=C3c4cc(OC)c(OC)cc4CCN3C2)cc1OC
    9	1.1	65*	.	0.2	2	0.4	1.4	76*

Shown with the structure last: two of the compounds above
no. | CD11b adhes inh | MT1-MMP txn act | CYP2C19 inh | Pyk2 oligo antag | CYP2C9 activ | Mac1 fbg enh | CYP2C19 act | PLAP activator | CYP2C9 inh | SMILES
49 | -5 | 1.1 | 5 | -0.47 | 0.6 | -4 | 1 | 1.1 | 35 | CC(C)CC(C(=O)NC(=O)NCc1ccccc1)N1C(=O)c2ccccc2C1=O (centres undefined)
40 | 0 | 1.6 | 50* | -0.58 | 0.8 | 0 | 0.5 | 1 | 16 | S=C(c1ccc(-c2cccc(Cl)c2)o1)N1CCOCC1

Other entries follow:
Under each structure: CD11b adhes inh	MT1-MMP txn act	CYP2C19 inh	Pyk2 oligo antag	CYP2C9 activ	Mac1 fbg enh	CYP2C19 act	PLAP activator	CYP2C9 inh
61	CC(NS(=O)(=O)c1ccc(F)cc1)C(=O)NCc1ccncc1 (centres undefined)
    -9	1.1	94*	0.42	0.4	0	0.1	0.9	65*
62	CCOCC(=O)Nc1ccc(C)c(Cl)c1
    -16	1.1	23	0.34	0.9	-1	0.8	0.9	10
63	O=C(NCCCN1CCOCC1)c1ccc(-n2nc(C(F)(F)F)cc2-c2cccs2)cc1
    2	.	42	-2.4	0.3	-3	0.6	1.6	65*
64	C/C(=C\C(=O)c1ccccc1)NCc1ccc(F)cc1
    2	.	34	0.65	1	-6	0.7	1	4
65	Cc1nc2ccc(NS(=O)(=O)c3ccc4c(c3)OCCO4)cc2s1
    102*	.	98*	-0.81	0	-10	0	0.8	98*
66	Cc1nc2ccc(-c3nc4ccccc4o3)cc2[nH]1
    10	1.3	36	-0.82	0.6	-10	0.6	1	38
67	COC(=O)[C@H](C)NC(=O)Nc1ccccc1C(F)(F)F
    7	0.9	7	1	0.9	4	0.9	0.9	9
68	Cc1ccc2c(C(=O)CN3CCOCC3)c(C)[nH]c2c1
    -3	1.3	36	-1.1	0.8	-4	0.6	1.1	21
69	COC(=O)c1n[nH]c2ccccc12
    6	1.3	-8	0.28	1.1	-1	1.1	1	-5
70	COCCCn1c(SCc2cc(=O)[nH]c3ccccc23)nnc1-c1ccco1
    -2	1.1	0	-0.56	1.1	-4	1	0.9	-11
71	CCOC(=O)C1=C(C)NC(SCC(=O)O)=NC1c1ccccc1 (centres undefined)
    5	1.2	16	.	0.8	-3	0.8	1.1	16
72	c1cncc(-c2nnc3n2CCC3)c1
    -14	1	-3	0.3	1.1	-4	1	0.9	-5
73	N#CCSc1nnc(COc2ccc3ccccc3c2)o1
    17	1.3	57*	0.75	0.9	4	0.4	1.4	10
74	N#Cc1ccc(Oc2cccc(C(=O)O)c2)cc1C#N
    -1	1	-6	1.5	1.1	-10	1.1	0.9	-6
75	Cc1ccc(NC(=O)C(CC(C)C)NC(=O)C2CCC(C)CC2)nc1 (centres undefined)
    7	.	4	-0.77	0.8	-7	1	0.9	15

From PubChem BioAssay
